Bioassay records from PubChem.
USP2a inhib – blocks human ubiquitin-specific protease USP2a; O75604; USP2a enzymatic assay, qHTS inhibition; Potency, µM (top dose mostly 38.3 µM), inactives show top-dose activity change, negative = inhibition, most hits filed as inhibitors; actives 0.1% (n = 60,000); AID 927;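 note: potency is the fitted concentration of half-maximal effect; nearly all actives have a fitted effect of over 60% in size; plate controls were DMSO for no effect and NEM full inhibition control for full effect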
Target sequence (O75604 whole entry, looked up): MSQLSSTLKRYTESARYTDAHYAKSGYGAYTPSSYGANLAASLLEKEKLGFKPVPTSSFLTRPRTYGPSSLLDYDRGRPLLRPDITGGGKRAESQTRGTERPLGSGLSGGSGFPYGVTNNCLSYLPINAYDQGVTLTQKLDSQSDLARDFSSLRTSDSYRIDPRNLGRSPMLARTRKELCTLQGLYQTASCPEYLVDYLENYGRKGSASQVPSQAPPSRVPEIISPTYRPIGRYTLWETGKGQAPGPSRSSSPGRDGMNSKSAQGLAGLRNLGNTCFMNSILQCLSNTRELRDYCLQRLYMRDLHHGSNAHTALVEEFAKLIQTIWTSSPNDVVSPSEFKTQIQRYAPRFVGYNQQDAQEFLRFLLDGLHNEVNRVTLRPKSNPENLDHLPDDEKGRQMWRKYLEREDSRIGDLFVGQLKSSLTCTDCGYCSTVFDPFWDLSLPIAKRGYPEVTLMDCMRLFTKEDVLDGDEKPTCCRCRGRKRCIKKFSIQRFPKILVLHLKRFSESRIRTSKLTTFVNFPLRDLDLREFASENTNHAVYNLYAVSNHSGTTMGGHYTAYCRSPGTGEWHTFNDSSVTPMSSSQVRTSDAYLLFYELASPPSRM
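Coupled readout: USP2-cleaved Ub-PLA2 (20nM final) turns over NBD C6-HPC (20uM final), Ex 460nm/Em 535nm after 2.5 h, time-zero read flagging artifacts. Enzyme (20nM final, pH 8.0 Tris) given 30 min RT with compound first; NEM defines full inhibition.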
HBB splice mod – alters splicing of the hemoglobin beta chain. HBB splicing reporter cell assay, activation; EGFP reporter with mutant IVS2-654 intron; response scale: normalised to 500 nM splice-correcting PNA. Potency, µM (series often up to 46.1 µM), inactives show at the highest dose activation, most hits filed as activators. actives 0.06% (n = 65,000). AID 925; note: potency is the fitted concentration of half-maximal effect; 0% is about no effect
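HeLa cells stably expressing EGFP interrupted by mutant beta-globin intron 2 (IVS2-654), 500/well in 2% FCS. Treated with compound for 2 days at 37C. Splicing correction scored as total well GFP intensity (488 nm excitation, 500-520 nm emission); 500 nM antisense PNA served as control.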
Hsp90 Hop PPI – changes Hsp90-Hop TPR2A binding signal, up or down; actives 0.44% (n = 71,000); AlphaScreen TPR2A-His6 binding biotin-Hsp90 C-terminal peptide; AID 595; Potency, µM (titrated, usually from 57 µM), for inactives: at the top dose activity change, negative = inhibition; active = well fitted curve in either direction with a large enough effect; inconclusive = small, poorly fitted or top-dose-only effect, or another doubt; note: potency is the fitted concentration of half-maximal effect; % is set by controls: 0 for no effect and ±100 for the full control effect; many of its hits are not listed in these tables
DNA Pol III inh – blocks replication by bacterial DNA polymerase III holoenzyme; reconstituted DNA polymerase III holoenzyme replication, biochemical; actives 0.25% (n = 71,000); Potency, µM (doses to about 57.1 µM), without a hit: top-dose activity change, negative = inhibition; note: potency is the fitted concentration of half-maximal effect; % is set by controls: 0 for no effect and ±100 for the full control effect
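Reconstituted *E. coli* holoenzyme (0.35 nM Pol III, 1 nM beta, 154 nM SSB, 2 nM primase) was preincubated with compound for 15 min at RT. Synthesis on 1.4 nM ssM13Gori ran 35 min, then was stopped with PicoGreen/EDTA and read as dsDNA fluorescence.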
ALOX15 inhib – blocks human 15-lipoxygenase activity | P16050 | Potency, µM (top dose mostly 57.1 µM), inactives show at the highest dose activity change, negative = inhibition, hits mostly inhibitors | purified 15hLO-1, xylenol orange hydroperoxide absorbance | actives 1.4% (n = 74,000); note: potency is the fitted concentration of half-maximal effect; % is set by controls: 0 for no effect and ±100 for the full control effect; nearly all actives have a fitted effect of over 55% in size
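Hydroperoxide formed from arachidonic acid (50 uM) by purified human 15hLO-1 (40 nM) oxidizes ferrous iron, and the ferric-xylenol orange complex is read at 573 versus 405 nm. Compounds were preincubated 15 min; reaction ran 6 min at room temperature.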
UbGFP stabilizer – inhibits proteasome, raising ubiquitin-GFP reporter fluorescence | AID 526 | 67,000 tested, under 10 active | Potency, µM (doses to about 45.9 µM), without a hit: top-dose activation (GFP accumulation), hits mostly activators | Ubiquitin-GFP reporter cells, proteasome inhibition, GFP fluorescence; response scale: untreated = 0%, 10 µM MG-132 = 100%; active = well fitted activation curve with a large enough effect, not every such curve was filed as active; inconclusive = small, poorly fitted or top-dose-only effect, or another doubt; inactive = no such curve, though single readings can be large or run the other way; note: potency is the fitted concentration of half-maximal effect
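Reporter cells (U2OS, ubiquitin-G76V-GFP fusion) are plated overnight, then treated 4 hr at 37 °C with compound titrations from 46 uM down to 2.9 nM. Activity is scaled against untreated cells and 10 uM MG-132.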
CRE-bla Fsk – CRE-bla signaling modulation under forskolin stimulation | CHO CRE-bla reporter (cAMP response element driving beta-lactamase), forskolin EC10, beta-lactamase ratio | Potency, µM (doses to about 38.2 µM), inactives show at the highest dose activity change, negative = inhibition, actives largely listed as activators | actives 2.5% (n = 71,000) | AID 662; active = well fitted activation curve with a large enough effect in the signal ratio, with a control signal flat, not every such curve was filed as active; inconclusive = small, poorly fitted or top-dose-only effect, or effect the other way, or a change in a side signal; the % refers to the signal ratio; note: potency is the fitted concentration of half-maximal effect; % of control where 0% means no effect
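CRE-bla CHO cells stimulated with EC10 NKH 477 (water-soluble forskolin) and compound titrations, 3 h at 37C; beta-lactamase read with CCF4 after 2 h at room temperature. Activity from 460/530 nm emission ratio, AC50 values for positive or negative modulation.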
GFP derepression – derepresses silenced GFP locus in mouse C127i cells; mouse C127i GFP locus derepression, cytometry, 30 h; actives 0.09% (n = 68,000); Potency, µM (titrated, usually from 46.1 µM), inactives show top-dose GFP derepression (activation); AID 597; note: % of control where 0% means no effect
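Derepression screen: silenced CMV-GFP reporter in murine C127i cells, 30 h compound incubation at 37 C, washed cells imaged by laser-scanning cytometer to enumerate GFP-expressing objects of 20 to 120 um.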
HADH2 inh – blocks human hydroxyacyl-CoA dehydrogenase type II. recombinant HADH2, NADH fluorescence, beta-hydroxybutyryl-CoA. Potency, µM (titrated, usually from 57.1 µM), without a hit: top-dose activity change, negative = inhibition, actives largely listed as inhibitors. actives 3.4% (n = 73,000); note: potency is the fitted concentration of half-maximal effect; % is set by controls: 0 for no effect and ±100 for the full control effect; nearly all actives have a fitted effect of over 60% in size; many of its hits are not listed in these tables
Target sequence (Q99714 whole entry, looked up, one chain of several): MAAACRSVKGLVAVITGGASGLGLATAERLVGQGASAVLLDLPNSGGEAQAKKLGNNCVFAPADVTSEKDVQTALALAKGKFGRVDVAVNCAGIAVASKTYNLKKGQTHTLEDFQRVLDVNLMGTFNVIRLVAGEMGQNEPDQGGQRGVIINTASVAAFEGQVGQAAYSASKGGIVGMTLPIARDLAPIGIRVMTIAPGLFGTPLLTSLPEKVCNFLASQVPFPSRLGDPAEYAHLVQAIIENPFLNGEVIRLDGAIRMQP
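NADH fluorescence (ex 360/em 450 nm) read every 30 s for 4 min; activity taken as last-minus-first time point difference. Enzyme 20 nM, NAD+ 1 mM, beta-hydroxybutyryl-CoA 90 uM, pH 9.0 Tris buffer.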
BRCT inh red – inhibitors of human BRCA1 BRCT-phosphoprotein interaction (red fluorophore) | actives 0.03% (n = 75,000) | Potency, µM (top dose mostly 76.9 µM), for inactives: top-dose activity change, negative = inhibition, usual class: inhibitors | BRCT-phosphopeptide binding, red fluorescence polarization; note: % is set by controls: 0 for no effect and ±100 for the full control effect
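Fluorescence polarization: 100 nM His-tagged BRCA1 BRCT with 100 nM TAMRA-labelled phospho-BACH1 decapeptide, phosphate buffer pH 7.3 with 150 mM NaCl, DTT, 0.01% Tween 20; 12 min RT. Binding inhibition seen as FP decrease.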
BRCT PPI green – BRCA1 BRCT-phosphoprotein interaction inhibition; BRCA1 BRCT-phosphopeptide binding, green fluorescence polarization; Potency, µM (top dose mostly 76.9 µM), for inactives: at the top dose activity change, negative = inhibition, most hits filed as inhibitors; actives 0.05% (n = 75,000); AID 875;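 note: potency is the fitted concentration of half-maximal effect; plate controls were peptide without protein for full effect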
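Compounds were incubated for 12 min at room temperature with a complex of 100 nM fluorescein-tagged pBACH1 decapeptide and 250 nM His-tagged BRCT protein. Buffer was phosphate pH 7.3 with EDTA, DTT and Tween 20. Disruption of binding lowers the polarization signal.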
Active calls of the source: *; u = inconclusive; x = not tested or not shown; & = joins results of further samples; [ ] = dose if it differs, or a comment. Unless noted, calls come from the whole dose curve; as a rule, active = well fitted curve in the direction sought with a large enough effect; inconclusive = small, poorly fitted or top-dose-only effect, or another doubt; inactive = no such curve, though single readings can be large; an effect the other way counts as inactive or inconclusive.

Sample of the layout:
SMILES	USP2a inhib	HBB splice mod	Hsp90 Hop PPI	DNA Pol III inh	ALOX15 inhib	UbGFP stabilizer	CRE-bla Fsk	GFP derepression	HADH2 inh	BRCT inh red	BRCT PPI green
O=C(CN1C(=O)c2ccccc2S1(=O)=O)NCCSc1ccccc1	16%	-0.5%	-1%	2%	0%	8%	-6%	-1%	5%	-0.2%	0.6%
CCOC(=O)C1(C)NC(c2cc(OC)c(OC)c(OC)c2)C2C(=O)N(CC)C(=O)C21 (configuration not stated)	x	-0.1%[57.5 µM]	1%	-4%	10%	-4%	-1%	7%	-15%	0.9%	-1.2%
COC(=O)[C@@]1(Cc2ccc(OC)cc2)[C@H]2c3cc(C(=O)N4CCCC4)n(Cc4ccc(OC(F)(F)F)cc4)c3C[C@H]2CN1C(=O)c1ccccc1	x	0.6%	-21%	-15%	x	x	-3%	x	5%	-1.3%	5.4%

Main list, previewed entries included:
SMILES	USP2a inhib	HBB splice mod	Hsp90 Hop PPI	DNA Pol III inh	ALOX15 inhib	UbGFP stabilizer	CRE-bla Fsk	GFP derepression	HADH2 inh	BRCT inh red	BRCT PPI green
O=C(CN1C(=O)c2ccccc2S1(=O)=O)NCCSc1ccccc1	16%	-0.5%	-1%	2%	0%	8%	-6%	-1%	5%	-0.2%	0.6%
CCOC(=O)C1(C)NC(c2cc(OC)c(OC)c(OC)c2)C2C(=O)N(CC)C(=O)C21 (configuration not stated)	x	-0.1%[57.5 µM]	1%	-4%	10%	-4%	-1%	7%	-15%	0.9%	-1.2%
COC(=O)[C@@]1(Cc2ccc(OC)cc2)[C@H]2c3cc(C(=O)N4CCCC4)n(Cc4ccc(OC(F)(F)F)cc4)c3C[C@H]2CN1C(=O)c1ccccc1	x	0.6%	-21%	-15%	x	x	-3%	x	5%	-1.3%	5.4%
S=c1[nH]c2ccccc2s1	-3%	-0.4%	-3%	-6%	u	x	-18%	x	-3%	-0.6%	-3.7%
OC(CN1CCC(Cc2ccc(F)cc2)CC1)c1ccc(Cl)cc1 (configuration not stated)	-2%	-0.9%	x	x	u	x	x	x	-10%&-3%	1.0%&0.3%	-2.4%&-0.2%
CCOc1ccc(-c2nnc3ccc(SCC(=O)NCc4ccco4)nn23)cc1	12%	-1.5%	-2%	-2%	-5%	-6%	7%	-2%	u	-2.7%	-0.3%
CCCn1c(SCc2nc(-c3cccs3)no2)nnc1-c1ccncc1	10%	-0.8%	-5%	-2%	1%	-4%	15%	3%	-4%	-0.5%	-1.4%
Cc1ccc(Nc2nc(CSc3nnnn3C)cs2)cc1	13%	1.9%	-7%	-2%	-13%	3%	3%	-1%	u	1.0%	3.1%
Cc1[nH]nc2c1C1(C(=O)N(Cc3ccc(Cl)cc3)c3ccccc31)C(C#N)=C(N)O2 (configuration not stated)	45%[activator]	-1.4%[57.5 µM]	-10%	1%	-22%	6%	-27%	0%	0%	-1.9%	-2.2%
O=C(O)c1ccc(C(=O)c2ccccc2)c(C(=O)O)c1	x	-0.5%[9.22 µM]	-1%[11 µM]	-10%[11.4 µM]	1%[11.4 µM]	2%[9.17 µM]	4%[7.6 µM]	10%[9.22 µM]	-7%[11.4 µM]	-0.8%[15.4 µM]	-2.3%[15.4 µM]
O=C(c1c(F)c(F)c(F)c(F)c1F)N1CCN(c2cccc(C(F)(F)F)c2)CC1	1%	-0.6%	-3%	0%	-1%	-8%	-4%	4%	3%	0.8%	0.2%
CC(=O)NC(N1CCCCC1)C(F)(F)C(F)(F)C(F)(F)C(F)F (configuration not stated)	-1%	-0.4%[9.22 µM]	0%	2%	-4%	-10%	-5%	-5%	1%	-0.1%	-2.7%
Cc1cc(C)n2c(SCCC(C)C)nnc2n1	3%	-0.3%[57.5 µM]	0%	-4%	-8%	1%	15%	-3%	-1%	-4.1%	-1.2%
NS(=O)(=O)c1ccc(N=Nc2ncccc2O)cc1	x	-0.4%[9.22 µM]	-24%[11 µM]	2%[11.4 µM]	-18%[11.4 µM]	-3%[9.17 µM]	-4%[7.6 µM]	-2%[9.22 µM]	u	-0.8%[15.4 µM]	3.1%[15.4 µM]
O=C(O)C1CCN(C(=O)c2ccccc2C(=O)N2CCC(C(=O)O)CC2)CC1	8%	-0.2%	2%	-4%	5%	-16%	-12%	7%	-2%	-1.2%	-2.3%
O=C(c1ccco1)N1CCN(c2nc(C(F)(F)F)nc3c2nnn3Cc2ccccc2)CC1	4%	x	-17%	3%	-11%	-1%	u	-2%	-28%	1.4%	-0.8%
CC(C)=CCC/C(C)=C/C=O	x	-0.1%	0%	2%	-15%	x	0%	x	-2%	-0.4%	-2.0%
O=C(O)C1C2C=CC3(O2)C1C(=O)N1c2ccccc2C2OCCC2C13 (configuration not stated)	-9%	0.9%	0%	-15%	8%	4%	-9%	-1%	0%	1.6%	2.4%
C=CCOC(=O)C1=C(C)NC(C)=C(C(=O)OCC=C)C1c1ccc(O)cc1	10%	-1.2%	3%	-4%	-9%	-5%	-8%	5%	-14%	1.0%	-3.8%
COC(=O)[C@@]1(Cc2ccc(F)cc2)[C@H]2c3cc(C(=O)N4CCCC4)n(CCF)c3C[C@H]2CN1C(=O)c1ccccc1	x	0.3%	-7%	6%	x	x	-19%	x	18%	0.2%	3.7%
Cc1onc(-c2c(Cl)cccc2Cl)c1C(=O)N1CCc2ccccc21	14%	-0.2%[9.22 µM]	7%	-2%	-2%	-12%	u	-4%	0%	0.3%	-1.3%
O=C1c2sc3nc4c(c(=O)n3c2C(=O)N1c1ccccc1)CCC4	9%	0.3%[0.369 µM]	-1%	3%	-4%	x	8%	-2%	u	0.0%	-0.1%
Cn1c(=O)n(CCN2CCOCC2)c(=O)c2c1nc1n2CCN1c1ccccc1	3%	1.1%[1.84 µM]	1%	3%	3%	-9%	-7%	2%	5%	-1.5%	-3.1%
CC(C)CCCNc1nc(N2CCOCC2)nc(N2CCOCC2)n1	x	-0.3%	1%	0%	-3%	15%	7%	-4%	4%	0.0%	0.5%
N#CCc1ccccc1[N+](=O)[O-]	x	1.1%	-2%	4%	-7%	x	-12%	x	1%	0.2%	-1.3%
N#CN(CC(N)=O)c1nc(N2CCCCC2)nc(N2CCCCC2)n1	-15%	-2.4%	3%	-3%	-7%	4%	17%	11%	5%	-0.2%	-1.0%
CCSC1=C(C#N)C(c2ccccc2C)CC(=O)N1 (configuration not stated)	-2%	-0.5%[57.5 µM]	-3%	-3%	-18%	3%	-2%	2%	13%	0.2%	-0.5%
O=C(c1cn(CC(=O)N2CCCCC2)c2ccccc12)C1CC1	7%	x	2%	-2%	3%	0%	7%	-2%	3%	-0.4%	-1.1%
CN(C)C(=O)Cn1c(SCC(=O)N2CCCc3ccccc32)nc2ccccc21	3%	0.0%[57.5 µM]	-2%	-5%	-29%	3%	5%	0%	-10%	-1.3%	0.6%

Single records, as listed above.
`CC(C)CCCNc1nc(N2CCOCC2)nc(N2CCOCC2)n1` in the list: USP2a inhib: x; HBB splice mod: -0.3%; Hsp90 Hop PPI: 1%; DNA Pol III inh: 0%; ALOX15 inhib: -3%; UbGFP stabilizer: 15%; CRE-bla Fsk: 7%; GFP derepression: -4%; HADH2 inh: 4%; BRCT inh red: 0.0%; BRCT PPI green: 0.5%
`O=C(c1c(F)c(F)c(F)c(F)c1F)N1CCN(c2cccc(C(F)(F)F)c2)CC1` in the list: USP2a inhib: 1%; HBB splice mod: -0.6%; Hsp90 Hop PPI: -3%; DNA Pol III inh: 0%; ALOX15 inhib: -1%; UbGFP stabilizer: -8%; CRE-bla Fsk: -4%; GFP derepression: 4%; HADH2 inh: 3%; BRCT inh red: 0.8%; BRCT PPI green: 0.2%

Not all compounds are listed; rates above refer to the full screens.
